Compound activity (PubChem)
Mac1 fbg inh = blocks human CD11b/CD18 adhesion to fibrinogen; inhibition, % at 10 µM; K562 CD11b/CD18 adhesion to fibrinogen, ATPlite luminescence; Mn2+ added to activate the integrin; hit rate 0.54% among 93,000;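 active means primary inhibition of 50% or more at 10 µM, then 40% or more on retest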; further: some results filed as inactive read as strong as hits
ERa SRC1 inh = ER-alpha (human) coactivator binding inhibition. TR-FRET ER-alpha LBD / SRC-1 peptide, estradiol-bound. hit rate 1.7% among 86,000. P03372. inhibition, % at 25.6 µM; in the data active means inhibition above about 50%;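 further: 0% = receptor plus peptide control and 100% = peptide only without receptor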
Target sequence (P03372 whole entry, looked up, the tested form may be a part): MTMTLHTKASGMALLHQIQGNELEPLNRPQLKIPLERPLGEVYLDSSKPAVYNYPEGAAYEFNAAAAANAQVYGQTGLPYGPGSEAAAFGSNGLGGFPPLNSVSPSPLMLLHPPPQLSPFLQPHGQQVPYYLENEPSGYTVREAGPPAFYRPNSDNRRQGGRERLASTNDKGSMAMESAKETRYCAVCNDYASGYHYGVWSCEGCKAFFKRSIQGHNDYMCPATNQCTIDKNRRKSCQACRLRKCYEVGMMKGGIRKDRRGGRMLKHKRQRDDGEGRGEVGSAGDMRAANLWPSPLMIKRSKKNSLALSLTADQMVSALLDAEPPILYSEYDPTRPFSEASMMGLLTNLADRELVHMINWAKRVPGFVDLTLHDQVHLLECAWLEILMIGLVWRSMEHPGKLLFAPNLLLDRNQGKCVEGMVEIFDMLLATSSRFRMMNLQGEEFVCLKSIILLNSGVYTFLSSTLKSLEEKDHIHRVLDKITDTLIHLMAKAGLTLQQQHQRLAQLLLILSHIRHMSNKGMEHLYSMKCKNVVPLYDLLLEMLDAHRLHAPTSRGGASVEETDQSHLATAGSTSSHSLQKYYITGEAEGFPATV
MT1-MMP txn act = activates MT1-MMP transcription; hit rate 0.16% among 86,000; AID 750; activation factor at 10 µM; HT1080 MT1-MMP promoter luciferase reporter, luminescence, overnight; hits give high values;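 active means activation factor of at least 2 for MT1-MMP transcription at 10 µM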
ERa coact pot = ER-alpha (human) coactivator binding potentiation. P03372. TR-FRET ERalpha-LBD/SRC-Cy5 coactivator binding, 2 h; 100 = basal binding, no effect. coactivator binding (% of control), % at 25.6 µM. hit rate 1.3% among 86,000. AID 639; in the data active means activity above about 200%;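 further: binding measured in presence of low estradiol as agonist stimulus; 0% = peptide alone without receptor and 100% = receptor with peptide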
PLAP act = human PLAP activation; P05187; purified PLAP enzyme, luminescent substrate read-out; hits give high values; activation fold at 20 µM; hit rate 1.2% among 96,000; in the data active means activation fold above about 2
FAK inh = FAK (human) kinase inhibition; inhibition, %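 (tested at 7 µM)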; biochemical FAK kinase activity assay; hit rate 0.84% among 97,000; in the data active means inhibition above about 19%;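 further: 0% = DMSO and 100% = reference compound high control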
ERb SRC1 inh = ER-beta (human) coactivator binding inhibition; Q92731; TR-FRET ER-beta LBD / SRC1-Cy5 peptide binding; receptor agonist-loaded with 1 µM estradiol; inhibition, % at 25.6 µM; hit rate 1.3% among 86,000; AID 633;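 active means compounds whose percent inhibition of the receptor-coactivator binding signal exceeds about 50% in the single-dose screen, limit read from the data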;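 further: 0% = receptor plus peptide wells without compound and 100% = peptide-only wells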
Target sequence (Q92731 whole entry, looked up, the tested form may be a part): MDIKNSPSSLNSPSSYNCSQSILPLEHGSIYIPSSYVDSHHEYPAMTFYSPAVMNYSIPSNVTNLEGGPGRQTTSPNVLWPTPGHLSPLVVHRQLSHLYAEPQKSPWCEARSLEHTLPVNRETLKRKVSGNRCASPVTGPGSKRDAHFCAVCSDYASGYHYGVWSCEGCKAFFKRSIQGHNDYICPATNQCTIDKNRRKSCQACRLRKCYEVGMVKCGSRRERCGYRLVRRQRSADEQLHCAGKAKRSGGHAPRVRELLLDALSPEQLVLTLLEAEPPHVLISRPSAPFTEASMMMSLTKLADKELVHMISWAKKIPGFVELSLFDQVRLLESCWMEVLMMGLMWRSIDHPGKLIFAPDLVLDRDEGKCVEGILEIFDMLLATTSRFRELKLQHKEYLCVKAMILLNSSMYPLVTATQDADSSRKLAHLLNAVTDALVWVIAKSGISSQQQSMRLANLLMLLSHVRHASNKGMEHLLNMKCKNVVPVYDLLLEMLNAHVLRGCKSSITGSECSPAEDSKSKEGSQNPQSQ
CD11b adhes enh = enhancers of human CD11b/CD18 binding to fibrinogen; K562 CD11b/CD18 adhesion to fibrinogen, ATPlite luminescence; activation, % at 10 µM; hit rate 0.07% among 93,000; AID 1499;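 active means 10 µM primary screen giving 50% or more activity, confirmed by 40% or more on retest at that dose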; further: strong numbers were not always called active; reference of the scale not given here
E coli WT exp = E. coli BW25113 growth inhibition, expanded screen. OD600 absorbance. growth inhibition, % at 100 µM. hit rate 0.15% among 98,000. AID 710;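 active means growth inhibition above about 50% at one test dose, limit read from the data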;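 further: growth measured after 20 h incubation at 37 °C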
The depositor's hits bear a star; . = not tested or not shown; [ ] = another dose, or the depositor's remark.

The first 4 records, ahead of the listing:
SMILES	Mac1 fbg inh	ERa SRC1 inh	MT1-MMP txn act	ERa coact pot	PLAP act	FAK inh	ERb SRC1 inh	CD11b adhes enh	E coli WT exp
Cc1cccc(OCCCCCn2ccnc2)c1C	11	-4	1.1	115	.	0	-5	5	22
N#Cc1cc2c(=O)n3ccccc3nc2n(Cc2cccnc2)c1=O	.	19[fluorescence artefact?]	1.1	82	.	.	40[fluorescence artefact?]	.	.
COc1ccc(C2=NO[C@@H]3C(=O)N(c4ccc(C)cc4C)C(=O)[C@H]23)cc1OC	-4	-4	0.9	93	0.7	-5	-8	-1	-2
Nc1nc2n(n1)C(c1ccco1)CC(c1ccc(F)cc1)N2 (stereo unspecified)	-11	-3	1.1	101	1.2	4	-1	-4	2

The whole of this part, from the start:
SMILES	Mac1 fbg inh	ERa SRC1 inh	MT1-MMP txn act	ERa coact pot	PLAP act	FAK inh	ERb SRC1 inh	CD11b adhes enh	E coli WT exp
Cc1cccc(OCCCCCn2ccnc2)c1C	11	-4	1.1	115	.	0	-5	5	22
N#Cc1cc2c(=O)n3ccccc3nc2n(Cc2cccnc2)c1=O	.	19[fluorescence artefact?]	1.1	82	.	.	40[fluorescence artefact?]	.	.
COc1ccc(C2=NO[C@@H]3C(=O)N(c4ccc(C)cc4C)C(=O)[C@H]23)cc1OC	-4	-4	0.9	93	0.7	-5	-8	-1	-2
Nc1nc2n(n1)C(c1ccco1)CC(c1ccc(F)cc1)N2 (stereo unspecified)	-11	-3	1.1	101	1.2	4	-1	-4	2
Cc1ccc(Cc2cnc(NC(=O)c3cccs3)s2)cc1	.	-5	1.8	119	1.1	9	-8	.	-2
O=C(CSc1nnc(Cn2cnc3ccccc32)o1)c1ccccc1	44	7[fluorescence artefact?]	1.2	89[fluorescence artefact?]	0.8	-2	25[fluorescence artefact?]	-3	12
CSc1nc2nccc(-c3ccc(-c4ccccc4)cc3)n2n1	9	40	.	220*	0.9	4	13[fluorescence artefact?]	2	-9
CN1CCN(c2ccccc2NC(=O)COc2ccccc2)CC1	-18	-7	1.1	115	1	1	-6	-5	10
Cc1ccc(NC2=NC(=S)N(CC#N)C23CCCCC3)cc1	.	-4	1	109[fluorescence artefact?]	.	-2	-3	.	.
CCC(C(=O)NC1CCCC1)N(C(=O)c1snc(C(N)=O)c1N)c1ccc2c(c1)OCCO2 (stereo unspecified)	1	6	1.3	244*[fluorescence artefact?]	0.9	16	3	-2	-7
O=C(C1CCCN(c2ncccn2)C1)N1CCc2ccccc21 (stereo unspecified)	-1	4	1.1	95	1.3	1	11[fluorescence artefact?]	-2	-1
CC(C)Cn1c(C(C)C)nc([N+](=O)[O-])c1S(=O)(=O)c1ccc(F)cc1	-8	.	.	.	1	-3	.	6	10
COc1ccc(S(=O)(=O)N(C)CC(=O)NCc2cccnc2)cc1	-18	-3	1.2	124	0.9	-1	-12	-3	-1
CCC/C(O)=N\S(=O)(=O)c1ccc(N=NN(C)C)cc1	.	12[fluorescence artefact?]	1.2	96	.	0	-7	.	.
CCn1c(SCC(=O)Nc2nc(C)cs2)nnc1-c1ccoc1C	-1	.	.	.	1.2	-1	.	-6	-1
O=C(c1ccc(Cl)c(F)c1F)N1CCOCC1	5	-6	.	105[fluorescence artefact?]	1	1	14	-1	1
CC1=CC(=O)OC1Cc1ccncc1 (stereo unspecified)	25	-6[fluorescence artefact?]	1.2	107	1.2	-1	-13	-4	-1
COc1ccc(NC(=O)Cn2c(=O)sc3ccccc32)c(OC)c1	9	3	1.1	129	0.9	2	-6	-4	-9
COc1ccc(-c2c(C)oc3c(CN4CCN(CCO)CC4)c(O)ccc3c2=O)cc1OC	-17	-5	1	128	1.2	5	3	6	0
O=C(Nc1ccc(N2CCOCC2)cc1)Nc1cnsn1	6	1	1.2	111	1	-8	5	-1	7
CCOc1ccc(N(CCC#N)S(=O)(=O)c2ccc(OC)cc2)cc1	13	3[fluorescence artefact?]	1.1	117[fluorescence artefact?]	0.9	2	1[fluorescence artefact?]	8	-3
O=C(CCS(=O)(=O)c1cccc2nsnc12)N1CC(=O)N(CCc2ccccc2)C(=O)C1	-30	-3	1.2	100	1.1	.	-5	5	0
COc1ccc2[nH]c(=O)c(CN(C3CCCCC3)C(c3nnnn3Cc3ccco3)C(C)C)cc2c1 (stereo unspecified)	-8	46[fluorescence artefact?]	1.1	201*	1.7	12	28[fluorescence artefact?]	116	-1
CCOc1ccc(Cl)cc1S(=O)(=O)N1CCN(c2ccc(F)cc2)CC1	17	-21	1	95	1	0	-6	0	-18
O=C(COC(=O)CCCN1C(=O)c2ccccc2C1=O)Nc1ncc(Cl)cc1Cl	1	69*[fluorescence artefact?]	0.9	48[fluorescence artefact?]	1.6	5	58*[fluorescence artefact?]	-2	1
CC1(C)C(=O)Nc2ccccc2N1C(=O)COC(=O)c1ccc(Cl)c(S(=O)(=O)NCc2ccccc2)c1	7	-2	1.2	98	1.7	0	6	-2	-10
CCOC(=O)N1CCC(NC(=O)c2cc(C(=O)NCc3cccc(Cl)c3)ccc2CO)CC1	4	-1	1.1	112	1.1	-8	0	-3	-10
O=C(CNS(=O)(=O)c1ccc(Br)s1)N1CCC(N2CCCCC2)CC1	.	5[fluorescence artefact?]	1.1	113	1.4	-5	-1[fluorescence artefact?]	.	-2
COc1cc(OC)cc(-c2nnc(SCC(=O)N3CCCC3)o2)c1	3	-20	1.3	110	0.8	-9	-22	0	7
O=C1CN(c2nc(-c3ccccc3)c3cc(Br)ccc3n2)c2ccccc2N1	0	.	.	.	1.1	2	.	8	-9

Copied from the list.
In PLAP act, CC1(C)C(=O)Nc2ccccc2N1C(=O)COC(=O)c1ccc(Cl)c(S(=O)(=O)NCc2ccccc2)c1 shows 1.7
In E coli WT exp, O=C(Nc1ccc(N2CCOCC2)cc1)Nc1cnsn1 shows 7
In ERb SRC1 inh, O=C(CNS(=O)(=O)c1ccc(Br)s1)N1CCC(N2CCCCC2)CC1 shows -1[fluorescence artefact?]
In FAK inh, CCOc1ccc(N(CCC#N)S(=O)(=O)c2ccc(OC)cc2)cc1 shows 2

Remaining list, next part:
SMILES	Mac1 fbg inh	ERa SRC1 inh	MT1-MMP txn act	ERa coact pot	PLAP act	FAK inh	ERb SRC1 inh	CD11b adhes enh	E coli WT exp
CCCCOc1ccc(C(=O)N2CCC(C)CC2)cc1	-21	33	1.1	98	1.5	-2	22	2	4
CC(C)Oc1cccc(-c2cc(C(=O)N3CCN(c4ncccn4)CC3)c3ccccc3n2)c1	48	7[fluorescence artefact?]	1.7	111	1.8	-1	13[fluorescence artefact?]	-4	-8
Cc1ccc(CCNc2ccccc2)c[n+]1[O-]	29	-4	1.1	101[fluorescence artefact?]	1	.	-3	-4	.
COc1ccc(CN2CC(C(=O)NCc3ccccn3)CC2=O)cc1 (stereo unspecified)	-18	0	1.1	112	1	1	-1	3	1
CC(=O)N1CCc2cc(C(=O)CN3CCN(c4ccccc4F)CC3)ccc21	23	-5	1	114	1.5	3	-3	0	-3
CN(C)CCCNC(=O)C1CCNCC1	3	-8	1	122[fluorescence artefact?]	0.8	.	1	1	-9
CCC(NC(=O)NC1=NCCS1)(C(F)(F)F)C(F)(F)F	-10	14	1.1	99	0.8	2	22	-4	1
COc1ccccc1NC(=O)N1CCCC(c2nc3c(nnn3Cc3ccc(C)cc3)c(=O)[nH]2)C1 (stereo unspecified)	-13	0	1.1	118[fluorescence artefact?]	1.1	6	-12	-5	0
Cc1ccc(Nc2nc(CSc3nnc(-c4cccs4)o3)cs2)cc1	15	.	1.5	.	0.7	12	.	5	-7
CCN(CC)c1cnn(C/C(=N\OC)c2ccc(Cl)cc2)c(=O)c1Br	-18	-4	1.2	101	1.3	4	-4	1	-2
O=C(CN1C(=O)CSC1=O)Nc1ccc(F)c(F)c1F	2	14	1.1	79	1.2	3	10	-2	6
O=C(c1csc2c1CCCC2)N1CCN(c2ccccc2)CC1	-10	.	1.2	.	1.2	-7	.	-3	2
Cc1ccc(C(=O)N2CCSCC2)cc1	-18	-2[fluorescence artefact?]	1	99[fluorescence artefact?]	0.8	-1	-4[fluorescence artefact?]	0	0
CCC1(C)Cc2c(sc3nc4n(c(=O)c23)CCS4)CO1 (stereo unspecified)	-5	-3	1.1	117	1.4	-2	-10	-6	3
CN(C(=O)COC(=O)CNS(=O)(=O)/C=C/c1ccccc1)C1CCS(=O)(=O)C1 (stereo unspecified)	2	-4	1	98	1	-3	-7	-2	0
CCn1ncc(C2=NOC(C(=O)NCc3ccccc3)C2)c1C (stereo unspecified)	22	-34	0.5	86	1.2	.	-11	-5	3
CCCCc1cc(=O)oc2cc(C)cc(O)c12	.	2	1	108	1.2	3	-12	.	11
Cc1ccc(-n2nnnc2SCC(=O)N2CCc3ccccc3C2)cc1	.	10	1.1	79[fluorescence artefact?]	.	1	14[fluorescence artefact?]	.	-4
Fc1ccccc1CSc1nnc(Cn2cnc3ccccc32)n1-c1ccccc1	8	-31	1.2	103	1.8	2	-11	-1	-1
CCOc1ccc2nc(N3CCC(C(=O)N4CCN(C5CCCCC5)CC4)CC3)sc2c1	37	-9	.	97	1.5	-2	10[fluorescence artefact?]	-3	7
CCC(=O)Nc1c(C(=O)N2CCCCCC2)cnn1-c1ccc(C)c(C)c1	-3	-4	1	119[fluorescence artefact?]	1.1	0	-7	2	2
O=C(Nc1cccnc1)C1(c2ccc(Cl)cc2)CCCC1	-9	17[fluorescence artefact?]	.	103	0.8	0	4	-1	-6
Cc1ccc(O)c(C(=O)c2cc(C#N)c(=O)n(CC3CCCO3)c2)c1 (stereo unspecified)	4	-5	1.1	111[fluorescence artefact?]	1.3	-1	-8	4	-2
Clc1ccc(C(c2ccccc2)N2CCNCC2)cc1 (stereo unspecified)	20	-3	1.1	83	1.1	2	-5	-6	30
C=CCn1c(N2C(=O)CC(Cc3ccccc3)C2=O)nc2ccccc21 (stereo unspecified)	2	3	0.9	117[fluorescence artefact?]	2.5*	0	-2	-7	4
COc1cccc(-c2nc(-c3ccccc3)no2)c1	31	8[fluorescence artefact?]	0.8	97	0.9	0	-14	0	3
CSc1nc(C)c(Cl)c(C)c1C#N	-3	0	1.1	112	0.8	.	1	-4	4
O=C(NCc1cccnc1)NC1(C(F)(F)F)Oc2ccc(Cl)cc2O1 (stereo unspecified)	-50	-6	1.1	82	0.3	-1	8	2	18
CN(C(=S)NC(=O)C1(C)CC1(Cl)Cl)c1ccccc1 (stereo unspecified)	-35	.	.	.	0.9	0	.	-3	9
CN1C(=O)CC(n2c(CO)nc3ccccc32)C1=O (stereo unspecified)	-8	-4	1	121[fluorescence artefact?]	1	-3	-4	-1	1
CCn1ncc(NC(=O)Nc2cccc(C(F)(F)F)c2)c1C(N)=O	-8	7	1.2	109	1	1	11	-2	2
Cc1ccc2occ(/C=C/C(=O)c3ccccc3O)c(=O)c2c1	4	.	.	.	1.1	0	.	12	2
Cc1ccc(-n2nnnc2SCC(=O)NCCC2=CCCCC2)c(C)c1	5	3	1	94[fluorescence artefact?]	1	-4	7[fluorescence artefact?]	2	0
Cc1ccnc(N2C(=O)OC(C)(C)C2(C)O)c1 (stereo unspecified)	-9	-1	1.3	107	1	.	-3	-8	-6
COCC(=O)Nc1ccccc1C(=O)Nc1ccc(OC)cc1	6	-3	1.2	141	1	-1	0	0	-4
O=C(Nc1nnc(Cc2ccc(Cl)cc2)s1)c1cccs1	-39	.	.	.	1	-4	.	3	-8
Cc1ccc(CNC(=O)CS(=O)Cc2nc(-c3ccccc3C)oc2C)cc1 (stereo unspecified)	6	-8	1.2	100[fluorescence artefact?]	1.4	1	1	-8	-3
CC(=O)c1c(C)n(CCO)c2ccc(O)cc12	-5	-9	1.2	102	1.1	-2	-6	-2	6
CCC(C)NC(=O)CN(c1cc(C)ccc1OC)S(C)(=O)=O (stereo unspecified)	-19	1	1.1	129	0.8	1	4	-3	-5
COc1cc(C2c3c(-c4cc(Cl)c(C)cc4O)n[nH]c3C(=O)N2Cc2cccnc2)ccc1O (stereo unspecified)	-9	4	1.2	80	1	-5	3	-2	2
CC(=O)NCCn1c(SCC(=O)c2ccc(Cl)cc2)nc2ccccc2c1=O	-15	11	1.1	98[fluorescence artefact?]	1	-4	16[fluorescence artefact?]	-3	-5
CCOc1ccc(NS(=O)(=O)c2cc(Cl)ccc2OC)cc1	37	3	1.1	99	1.1	1	-2	3	5
